# KB-3-1 tox: qHTS assay for MDR1-selective chemotherapeutics: Primary screen using the parental adenocarcinoma cell KB-3-1; KB-3-1 viability, CellTiter-Glo ATP luminescence, 72 h; 1.4% of 400,000 active; Potency, µM (series often up to 46.1 µM), for inactives: at the highest dose activity change, negative = cytotoxic, most hits filed as cytotoxic; further: potency means the concentration at half of the fitted maximal effect; on the % scale 0 is the no-effect control and ±100 the full control effect; nearly all actives have a fitted effect of over 60% in size
#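 KB-3-1 cells, DMEM (no phenol red) + 10% FBS; compound by pin transfer, 72 h, 37 °C. Readout: CellTiter-Glo luminescence after 10 min. Data normalized, curve-fitted.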
# KB-V1 cytotox: qHTS assay for MDR1-selective chemotherapeutics: Primary screen using the drug-selected MDR subline cells KB-V1; KB-V1 MDR cells viability, CellTiter-Glo, 72 h; Potency, µM (series often up to 46.1 µM), inactives show at the top dose activity change, negative = cytotoxicity, actives largely listed as cytotoxic; 3.4% of 400,000 active; AID 1347076, 2019; further: potency means the concentration at half of the fitted maximal effect; on the % scale 0 is the no-effect control and ±100 the full control effect; nearly all actives have a fitted effect of over 60% in size
#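 KB-V1 MDR subline cells in DMEM (phenol-red free, 10% FBS) exposed to compounds in qHTS concentration series for 72 h at 37 degrees C. Viability read by CellTiter-Glo luminescence; concentration-effect curves fitted after normalization and correction.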
# HT1080-NT tox: qHTS for induction of synthetic lethality in tumor cells producing 2HG: qHTS for the HT-1080-NT fibrosarcoma cell line; HT-1080-NT fibrosarcoma viability, CellTiter-Glo ATP luminescence, 48 h; Potency, µM (doses to about 46.1 µM), for the others: top-dose activity, negative = less viability, hits mostly cytotoxic; 1.6% of 360,000 active; AID 686970, 2013;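 further: NT is the 2HG producing partner of a matched IDH1 knockdown line; potency means the concentration at half of the fitted maximal effect; 0% = DMSO-treated cells and -100% = media-only wells without cells; nearly all actives have a fitted effect of over 55% in size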
#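 Compounds were tested in concentration-response format on HT-1080-NT cells for 48 hours at 37 degrees C. Cell viability came from CellTiter-Glo luminescence; curves were classified by r2, response magnitude and activity.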
# MCF10A rerep: A quantitative high throughput screen for small molecules that induce DNA re-replication in MCF 10a normal breast cells. 2.9% of 350,000 active. MCF 10A DNA re-replication, Hoechst nuclear intensity, 48 h. AID 624296, 2012. Potency, µM (series often up to 46.1 µM), inactives show top-dose activity, positive = re-replication, usual class: activators; further: potency means the concentration at half of the fitted maximal effect; % of control where 0% means no effect; nearly all actives have a fitted effect of over 50% in size
# SW480 rereplic: A quantitative high throughput screen for small molecules that induce DNA re-replication in SW480 colon adenocarcinoma cells; SW480 DNA re-replication, Hoechst DNA content imaging, 48 h; Potency, µM (top dose mostly 46.1 µM), for inactives: at the top dose re-replication activation, actives largely listed as activators; 1.8% of 340,000 active; further: potency means the concentration at half of the fitted maximal effect; % of control where 0% means no effect; nearly all actives have a fitted effect of over 55% in size
#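 Per well, 250 cells were exposed to pinned compound for 48 hr. Nuclear DNA was visualised with Hoechst (40 min, 37 C) and total object intensity recorded by fluorescence scanning.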
# HT1080 IDH1KD tx: qHTS for induction of synthetic lethality in tumor cells producing 2HG: qHTS for the HT-1080-IDH1KD cell line; 2% of 360,000 active; HT-1080 IDH1 knockdown viability, ATP luminescence, 48 h; AID 686971, 2013; Potency, µM (doses to about 46.1 µM), for the others: at the highest dose activity, negative = toxicity, usual class: cytotoxic;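 further: potency means the concentration at half of the fitted maximal effect; 0% = DMSO wells and -100% = cell-free medium wells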
#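 Assay cells: HT-1080 with IDH1 knockdown, 750 per well, RPMI/5% FBS. Exposure: 48 h at 37 °C following 2 h pre-incubation. Read: CellTiter-Glo luminescence; fitted concentration-response, curve class assigned.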
# IL-1B inflam inh: qHTS for Inhibitors of Inflammasome Signaling: IL-1-beta AlphaLISA Primary Screen; THP-1 LPS/ATP IL-1B secretion, AlphaLISA, 16 h; active compounds read low; activity change, % at 57.5 µM; 4.7% of 360,000 active; AID 743279, 2014; in the data active means activity change below about -50%; inconclusive means mostly about -30% to -49%; further: on the % scale 0 is the no-effect control and ±100 the full control effect
#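 THP-1 cells pretreated 1 hr with compounds (up to 57.5 uM final), then stimulated with LPS (250 ng/mL final) plus ATP (1.25 mM final); secreted IL-1B measured by AlphaLISA after 16 hr, decreased signal indicating inhibition.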
# S2 tox: Viability Counterscreen for Primary qHTS for Inhibitors of ATXN expression; S2 cells (HEK-293 line with an ATXN2-luciferase reporter) viability, CellTiter-Fluor protease fluorescence, 24 h; Potency, µM (highest dose often 56.7 µM), usual class: cytotoxic; 0.49% of 400,000 active; further: potency means the concentration at half of the fitted maximal effect; nearly all actives have a fitted effect of over 40% in size
# ATXN2 expr inh: Primary qHTS for Inhibitors of ATXN expression; 0.72% of 360,000 active; HEK-293 ATXN2-luciferase reporter, luminescence, 24 h; Potency, µM (titrated, usually from 57 µM), for inactives: at the top dose activity change, negative = inhibition, actives largely listed as inhibitors; further: potency means the concentration at half of the fitted maximal effect; on the % scale 0 is the no-effect control and ±100 the full control effect; nearly all actives have a fitted effect of over 55% in size
#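 qHTS (up to 57 uM final) was run with 24 h compound exposure of reporter cells at 37 °C. Each well was multiplexed: SteadyGlo luminescence measured ATXN2-luciferase expression after a fluorogenic Gly-Phe-AFC viability readout (25 uM final).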
# Active calls of the source: *; i = inactive; ? = inconclusive; · = no result given; [ ] = dose if it differs, or a comment. Unless noted, the call rests on the fitted dose curve; in most records, active means well fitted curve in the direction sought with a large enough effect; inconclusive means small, poorly fitted or top-dose-only effect, or another doubt; inactive means no such curve, though single readings can be large; an effect the other way counts as inactive or inconclusive. Rows were taken by chance. About 11% of those tested had a hit in this group.
SMILES,KB-3-1 tox,KB-V1 cytotox,HT1080-NT tox,MCF10A rerep,SW480 rereplic,HT1080 IDH1KD tx,IL-1B inflam inh,S2 tox,ATXN2 expr inh
Cc1ccc(C)n1NC(=O)c1ccc(Cl)cc1Cl,0%,-11%,-1%,-2%,5%,10%,16,i,-2%
Cc1ccc(C)c(Cn2c(CO)nc3ccccc32)c1,0%,16%,3%,1%,-1%,-2%,11,?,-11%
Cn1nnc(-c2ccc(OCc3ccccc3F)cc2)n1,-4%,-10%,-3%,0%,-7%,-13%,-4,i,22%
O=C(NCCC1=CCCCC1)C(c1ccccc1)c1ccccc1,?,?,-2%,6%,11%,-9%,1,i,-17%
O=C(Nc1ccnn1C1CCN(CCCC2CCCC2)CC1)c1ccccc1Cl,-1%,-21%,?,9%,11%,-20%,?,i,-21%
Cc1ccc(S(=O)(=O)NCC(=O)OCC(=O)N(C)C2CCS(=O)(=O)C2)cc1 (centres undefined),-6%,2%,2%,1%,-4%,6%,23,i,-1%
Cc1nc2c(c(C)nn2-c2ccccc2)c(C)c1CCC(=O)Nc1ccc(CN2CCCC2)cc1,-10%,?,15µM*,?,?,21µM*,-97*,?,?
Cc1ccc(CSC2=NCCN2S(=O)(=O)c2ccccc2)cc1,-6%,0%,-12%,3%,7%,2%,8,?,·
Cc1ccc(NC(=O)C2CCN(C(=O)c3ccc(F)cc3)CC2)nc1,1%,-23%,0%,1%,-38%[inhibitor],7%,12,i,-8%
COc1ccccc1/C=C\C(=O)NCC(=O)N/N=C/c1cccc(OC)c1O,?,0%,?,3%,?,15µM*,183,i,?
O=S(=O)(c1ccc(OCc2ccc(Br)cc2)cc1)N1CCOCC1,7%,?,7%,-1%,?,2%,-16,i,0%
CC(C)Cc1ccc(S(=O)(=O)Nc2cccnc2)cc1,-5%,-3%,?,14%,4.6µM*,?,55,i,-13%
Cc1cccc(OCC(=O)NCCNC(=O)c2ccccn2)c1,12%,0%,1%,3%,6%,-3%,12,i,-2%
CCOC(=O)C1=CN(Cc2ccco2)S(=O)(=O)N(C)C1CC (centres undefined),5%,3%,-7%,18%,-3%,-2%,-6,i,-9%
COc1ccc(OCC(O)CNS(=O)(=O)c2ccc(C)cc2)cc1 (centres undefined),1%,-25%,-14%,-3%,4%,12%,41,i,·
CN(Cc1ccccc1)CC(O)COc1ccc(CNCc2nccn2C)cc1 (centres undefined),-2%,-9%,-7%,?,2%,-7%,-7,?,-31%
CCOC(=O)C1CCCN(Cc2cccs2)C1 (centres undefined),6%,22%,2%,-4%,0%,21%,-13,i,-5%
CCCc1nnc(SCC(=O)N2CCCCC2C)n1CC1CCCO1 (centres undefined),-2%,1%,2%,6%,-2%,0%,6,i,-10%
COc1cccc(CNC(=O)CCc2nc3cc(S(=O)(=O)N4CCOCC4)ccc3n2C)c1,5%,5%,3%,3%,-465%[inhibitor],-1%,-11,i,31%
COc1cccc(NC(=O)CNc2cc(S(=O)(=O)N3CCOCC3)ccc2N2CCCC2)c1,-1%,-4%,0%,17%,-18%,6%,-1,?,2%
CCC1C(=O)Nc2ccccc2N1C(=O)COc1ccccc1 (centres undefined),2%,?,14%,4%,-6%,12%,4,i,1%
NC(=O)c1nc[nH]c1C(=O)Nc1cccc(C(F)(F)F)c1,-31%,?,0%,-59%[inhibitor],2%,-2%,2,i,7%
COc1cc2[nH]c(=O)n(CCCCCC(=O)N3CC=C(c4ccccc4)CC3)c(=O)c2cc1OC,?,?,-7%,?,-1%,-1%,-73*,?,?
Cc1ccccc1C(=O)Nc1ccccc1-c1nnn(CC(=O)Nc2ccc3c(c2)OCCO3)n1,?,3.7µM*,-23%,23µM*,14%,-16%,32,?,-13%
COC(=O)c1cc(OC)c(OC)cc1NC(=O)C(C)Sc1ccc(C)cc1 (centres undefined),1%,?,2%,3.7µM*,15%,2%,-2,i,-11%
Cc1[nH]c2c(Cl)cccc2c(=O)c1CN1CCCC1,-1%,12%,12%,5%,-5%,9%,-15,i,-23%
CCC1(CC)N=C(c2ccccc2)C(=S)N1,1%,-2%,29%,3%,-4%,9%,20,i,·
CC(C)(C)OC(=O)N1CCC(c2nnc(SCc3ccccc3)o2)CC1,-14%,?,·,·,·,·,·,i,-19%
O=C1CCC(=O)N(O)CCCCCNC(=O)CCC(=O)N(O)CCCCNC(=O)CCC(=O)N(O)CCCCCN1,0%,22%,-29%,?,-7%,?,-3,i,-20%
CCC(C)(C(=O)Nc1ccc2c(c1)OCCO2)N(C(C)=O)c1ccc(C(N)=O)cc1 (centres undefined),0%,8%,-6%,5%,-8%,0%,-11,·,·
O=C(N/N=C/c1ccccc1F)c1cccc(NC(=O)c2ccccc2Cl)c1,8%,12%,2%,?,3%,4%,-1,i,22%
CCCNC(=O)c1cc(C2CCCN(C(=O)c3ccc(OC)cc3)C2)on1 (centres undefined),0%,-2%,15%,·,·,5%,-7,i,-2%
CCn1c(=O)c2ccccc2n2c(SCC(N)=O)nnc12,-10%,2%,-11%,-13%,-1%,-10%,-1,i,1%
O=C(CN(C1CCCCC1)S(=O)(=O)c1ccc(Cl)cc1)N1CCOCC1,-6%,0%,0%,5%,-1%,-3%,-4,i,9%
Cc1[nH]nc(Nc2ccc(O)cc2)c1[N+](=O)[O-],1%,9%,4%,-2%,1%,?,-28,i,45%[activator]
Cc1ccc(S(=O)(=O)N(C)C)cc1NC(=O)COC(=O)CCNS(=O)(=O)c1ccccc1,-2%,4%,-2%,2%,-3%,11%,20,i,-1%
O=C(CNC(=O)c1ccccc1)N/N=C/c1cc(Br)ccc1O,?,?,?,13%,?,16µM*,60,i,28µM*
COc1ccc(-c2cc(C(F)(F)F)nc(NCc3cccnc3)n2)cc1,?,1%,?,?,-5%,?,-29,?,?
CCc1nc2c(OCc3ccccc3)cccn2c1N(C)C(=O)COc1ccccc1,0%,-1%,0%,·,·,-14%,14,i,-22%
O=C(CSc1nccc(=O)[nH]1)Nc1ccc(Br)c(Cl)c1,13%,-1%,0%,7%,-7%,8%[9.24 µM],29,i,-11%
CCn1c(C)nc2cc(C(=O)N/N=C/c3ccc(OC)c(O)c3)ccc21,-8%,24%,29%,-10%,-5%,19%,-25,i,7%
Cc1ccc2nc(NC(=O)CCn3c(=O)sc4ccccc43)sc2c1,6%,0%,1%,-2%,-11%,-6%,27,i,-17%
CCCCn1c(SCC(N)=O)nc2c(sc3ccccc32)c1=O,4%,-7%,22µM*,3%,-26%,-9%,-21,·,·
CSc1ccc(Cn2nnc(C(=O)NCCc3ccc(Cl)cc3)c2N)cc1,3%,?,-12%,14%,-5%,?,-3,i,8%
O=C(c1ccc(O)c(Br)c1)c1cc(Br)ccc1O,0%,12%,5.8µM*,?,4%,?,25,?,?
CC(C)COC(=O)/C(C#N)=C/c1c[nH]c2ccccc12,-2%,-13%,16%,10%,3%,-5%,-16,i,35%[activator]
O=C(CN1CCN(S(=O)(=O)c2ccc(F)cc2)CC1)Nc1cccc(C(F)(F)F)c1,-9%,?,-13%,-2%,2%,-5%,-69*,i,-15%
Cc1csc2c(N3CCN(C(=S)Nc4ccc(C(F)(F)F)cc4)CC3)ncnc12,-10%,-13%,-14%,?,-10%,-4%,12,i,·
Cc1cccc(C)c1NC(=O)C(c1ccc([N+](=O)[O-])cc1)N1CCCCC1 (centres undefined),-1%,-4%,1%,0%,0%,1%,-25,i,-12%
CC1CCN(C(=O)Cn2nnnc2CN2CCOCC2)CC1,4%,3%,3%,0%,25%,0%,6,i,·

# Molecules listed so far that contain a nitro group on carbon:
SMILES,KB-3-1 tox,KB-V1 cytotox,HT1080-NT tox,MCF10A rerep,SW480 rereplic,HT1080 IDH1KD tx,IL-1B inflam inh,S2 tox,ATXN2 expr inh
Cc1[nH]nc(Nc2ccc(O)cc2)c1[N+](=O)[O-],1%,9%,4%,-2%,1%,?,-28,i,45%[activator]
Cc1cccc(C)c1NC(=O)C(c1ccc([N+](=O)[O-])cc1)N1CCCCC1 (centres undefined),-1%,-4%,1%,0%,0%,1%,-25,i,-12%

# (cont.)
SMILES,KB-3-1 tox,KB-V1 cytotox,HT1080-NT tox,MCF10A rerep,SW480 rereplic,HT1080 IDH1KD tx,IL-1B inflam inh,S2 tox,ATXN2 expr inh
O=C(C[n+]1ccc(C(=O)NCCCO)cc1)c1cccc(Br)c1,3%,0%,24%,-3%,1%,3%,8,i,-10%
O=C(Nc1ccccc1N1CCN(c2ccccc2)CC1)c1ccccc1,-1%,?,2%,3%,-1%,-4%,?,?,-33%
CC(C)OCCCNC(=O)CCCN1C(=O)CCn2nc(-c3cccn3C)cc21,4%,2%,·,·,·,·,·,i,-9%
COc1ccc(CNC(=O)C2CCN(C(=O)N(C)C)CC2)c(OC)c1,11%,13%,-4%,-4%,-2%,-4%,1,i,7%
COC(=O)c1sc(NC(=O)COc2ccc(OC)cc2)nc1C,5%,?,-25%,-2%,4%,-19%,9,i,-12%
O=c1c2ccccc2c2c(O)nc(-c3ccccc3)n2n1Cc1ccccc1,-8%,4%,2%,-8%,-2%,1%,1,i,-12%
CCOc1ccccc1C(=O)NCC(=O)NNC(=O)c1cccs1,8%,19%,24%,4%,4%,27%,-11,i,-2%
CCSc1nc2ccc(N3C(=O)C4C5C=CC(C5)C4C3=O)cc2s1 (centres undefined),4%,-18%,0%,?,-2%,1%,-15,i,65%[activator]

# Bioassay records as filed in PubChem BioAssay.
